DDE Tn7 FP inh: DD(E)-Tn7 binding inhibition, primary FP screen; P02675; FP displacement of FITC-Tn7 peptide from fibrin DD(E); 0% = median of compound wells per plate; inhibition, % at 8.3 µM; 0.13% of 370,000 active;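 active means inhibition above the mean of compounds falling within the control limits plus 3 SD of them, cut at about 14% in these data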;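 further: 0% = plate median of compound wells and 100% = 10 µM Aha-Tn7 peptide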
Target sequence (P02675 whole entry, looked up): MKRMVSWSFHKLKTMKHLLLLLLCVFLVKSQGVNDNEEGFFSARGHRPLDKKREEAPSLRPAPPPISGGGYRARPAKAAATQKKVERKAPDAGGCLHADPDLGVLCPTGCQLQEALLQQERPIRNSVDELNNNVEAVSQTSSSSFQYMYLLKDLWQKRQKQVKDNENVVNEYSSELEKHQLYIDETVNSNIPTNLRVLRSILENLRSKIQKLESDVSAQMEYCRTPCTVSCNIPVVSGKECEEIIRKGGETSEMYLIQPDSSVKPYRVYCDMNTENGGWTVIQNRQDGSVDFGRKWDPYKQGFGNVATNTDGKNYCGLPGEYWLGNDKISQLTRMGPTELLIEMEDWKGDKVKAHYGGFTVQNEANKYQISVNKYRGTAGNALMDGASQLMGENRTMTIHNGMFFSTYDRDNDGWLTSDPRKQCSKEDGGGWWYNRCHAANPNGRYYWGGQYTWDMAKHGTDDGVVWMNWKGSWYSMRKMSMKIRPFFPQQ
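Measure: % inhibition scaled between sample-field median and high-control FP; Test system: human fibrin DD(E); Quantity: 2 µM final DD(E) protein; Doses: one dose, 8.3 µM nominal; Schedule: compound with protein 10 min, then 3 h after probe, room temperature; Detection: fluorescence polarization; Medium: Tris buffer with calcium and detergent, pH 7.8.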
ASAP1 inh: inhibitors of human ASAP1 ArfGAP activity; Q9ULH1; ASAP1-stimulated ARF1 GTP hydrolysis, GDP FP detection; inhibition, % at 16.5 µM; 0.19% of 360,000 active; in the data active means inhibition above about 25%;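 further: 0% = vehicle with enzyme and substrate and 100% = no enzyme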
MBD2 inh: MBD2-methylated oligo binding inhibition. inhibition, % at 4.4 µM. 0.31% of 370,000 active. AID 686964. TR-FRET, MBD2 binding to methylated oligonucleotide. Q9UBB5; in the data active means inhibition above about 13%
PLCg1 inh: inhibitors of human phospholipase C gamma1 | P19174 | purified PLC-gamma1, fluorogenic substrate, fluorescence | inhibition, % at 12.2 µM | 0.84% of 370,000 active; in the data active means inhibition above about 9.5%
DDE Tn6 FP inh: inhibitors of Tn6 peptide binding to human fibrin DD(E) | P02675 | Fibrin DD(E) TRITC-Tn6 fluorescence polarization displacement | inhibition, % at 8.3 µM | 0.21% of 370,000 active | AID 720509;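 active means inhibition above a per-campaign cutoff: mean of compounds within control limits plus 3 SD, cut at about 15% in these data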;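 further: 0% = median of all compound wells on the plate and 100% = blocking peptide control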
ADAM17 inh: ADAM17 inhibition, QFRET primary screen; inhibition, % at 6.95 µM; 0.83% of 370,000 active; AID 720648; recombinant ADAM17, EDANS/DABCYL FRET peptide cleavage; P78536;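 active means inhibition above the mean of compounds lying between control limits plus 3 SD, set per campaign, cut at about 8.5% in these data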;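 further: 0% = DMSO-only wells as the low control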
UHRF1 MBD2 ctr: blocks human UHRF1 binding to methylated DNA; UHRF1 binding to methylated oligo, TR-FRET; inhibition, % at 4.4 µM; 0.75% of 370,000 active; AID 687016; in the data active means inhibition above about 21%;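 further: UHRF1 SRA domain binding a hemimethylated CpG hairpin DNA probe; 0% = median of test compound wells and 100% = reference inhibitor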
ARFGAP1 inh: inhibitors of rat ARFGAP1. Q62848. Arfgap1-stimulated ARF1 GTP hydrolysis, GDP FP detection. inhibition, % at 16.5 µM. 0.26% of 360,000 active. AID 651572;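 active means inhibition above a per-plate limit, mean inhibition of low control wells plus 3 SD, cut at about 25% in these data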;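 further: 0% = DMSO wells with enzyme and 100% = wells lacking Arfgap1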
Target sequence (Q62848 1-136 limits assumed): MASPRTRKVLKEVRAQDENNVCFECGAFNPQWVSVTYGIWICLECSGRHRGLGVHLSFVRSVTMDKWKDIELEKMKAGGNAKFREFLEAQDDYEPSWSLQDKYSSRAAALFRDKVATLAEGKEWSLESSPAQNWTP
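Assay system: purified rat His6-Arfgap1 residues 1-136 (GAP domain); Reagent: human Δ17 ARF1 bound to GTP; Dosing: 16.5 µM single point, 1.26% DMSO; Times: GTP hydrolysis reaction 2 h at 25 °C; Signal: FP, GDP Alexa 633 tracer displaced from anti-GDP antibody, 620/688 nm; Measure: % inhibition from polarization.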
PLC-beta3 inh: PLC-beta3 (human) inhibition, primary screen; Purified PLC-beta3, fluorogenic substrate, fluorescence; Q01970; 0.18% of 370,000 active; inhibition, % at 12.2 µM; AID 720704; in the data active means inhibition above about 11%;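 further: 0% = median of compound wells on plate and 100% = full blocker control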
proKLK7 act: proKLK7 (human) activation, primary screen. P49862. activation, % at 7 µM. purified proKLK7, EDANS-DABCYL substrate fluorescence; 100% is mature enzyme control, 0% vehicle. AID 652039. 0.9% of 370,000 active;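 active means activation above the mean of all tested compounds plus 3 SD, computed per campaign excluding outliers beyond control limits, cut at about 13% in these data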
Target sequence (P49862 whole entry, looked up): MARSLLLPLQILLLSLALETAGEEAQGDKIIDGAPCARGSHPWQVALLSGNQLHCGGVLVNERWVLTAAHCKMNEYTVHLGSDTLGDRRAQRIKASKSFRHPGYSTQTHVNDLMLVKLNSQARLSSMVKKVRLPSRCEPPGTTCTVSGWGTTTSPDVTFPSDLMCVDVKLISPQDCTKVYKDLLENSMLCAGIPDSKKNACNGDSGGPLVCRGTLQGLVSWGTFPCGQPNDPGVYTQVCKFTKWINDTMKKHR
Numbers without * were called inactive; i = inactive; · = not tested or not shown.

DDE Tn7 FP inh,ASAP1 inh,MBD2 inh,PLCg1 inh,DDE Tn6 FP inh,ADAM17 inh,UHRF1 MBD2 ctr,ARFGAP1 inh,PLC-beta3 inh,proKLK7 act,Compound
-5,-1,4,2,-8,9,2,0,5,-0.3,C[C@@H]1CN([C@@H](C)CO)C(=O)CCCn2nncc2CO[C@H]1CN(C)Cc1ccc(Cl)c(Cl)c1
2,-2,3,0,-1,-3,-3,8,1,0.3,Cc1nc(Nc2ccc(Br)cc2Br)c([N+](=O)[O-])c(=O)[nH]1
-1,4,-2,1,-6,0,1,8,-1,0.5,CC(=O)N(C)C[C@@H]1Oc2ncc(Br)cc2C(=O)N([C@H](C)CO)C[C@@H]1C
6,-3,-4,-4,-1,-6,-4,-3,-8,2.7,CC1CCCN(C(=O)COC(=O)c2cc(Br)ccc2O)C1 (stereo not given)
3,7,1,-3,5,1,0,-5,1,-0.3,O=C(OCC1COc2ccccc2O1)c1c(F)cccc1F (stereo not given)
6,0,1,0,-5,8,0,3,5,0.0,O=C(/C(=N/N=C/c1ccc(O)c(O)c1)c1ccccc1)c1ccccc1
-6,-14,-7,5,1,1,0,2,0,-0.5,Cc1ccc(C(=O)NNC(=O)c2nn(-c3ccc(F)cc3)ccc2=O)cc1
1,11,0,-1,2,-4,-1,2,-8,-0.1,COC(=O)C(Cc1ccc(O)cc1)NC(=O)CCOc1ccc(OC)cc1 (stereo not given)
0,0,1,-3,5,-4,3,6,0,0.1,COc1ccc(NC(=O)N(C)C[C@@H]2Oc3cc(C#CCN(C)C)ccc3S(=O)(=O)N([C@H](C)CO)C[C@H]2C)cc1
-11,6,-8,-13,12,2,-7,10,-23,1.1,CCOC(=O)/C(=C/C1=CC(=C/N(C)C)/C(=O)O1)C(C)=O
-5,16,0,-10,8,2,0,-9,-8,-0.3,c1ccc(CSCc2cn3ccccc3n2)cc1
5,5,0,-2,9,-4,1,7,-2,-0.6,COc1cccc(CN2CCN(Cc3ccon3)CC2CCO)c1 (stereo not given)
1,-10,3,4,1,-6,3,-1,1,-1.2,Cc1ccc(OCC(=O)NCCCNC(=O)c2ccc(C)nc2)cc1
-1,·,1,-4,4,-5,7,·,-3,0.0,O=S1(=O)c2ccc(N3CC[C@@H](O)C3)cc2O[C@@H]2CCN1C2
-8,-1,2,4,-3,4,5,-13,5,0.1,Cc1ccc(OCCNC(=O)/C=C/c2ccccc2)cc1
-2,12,2,6,-1,-1,1,11,1,-0.2,COC(=O)CCCC(=O)N1CCCC(C(=O)c2ccc(OC)cc2C)C1 (stereo not given)
1,0,2,3,4,0,0,-16,0,-0.3,CCN(CC)C(=O)Cn1nc(-c2ccc(Cl)cc2)c2ccccc2c1=O
2,0,5,-1,-6,-4,0,7,-5,0.0,O=C1CN(CC(=O)NC2CCCc3ccccc32)CCN1 (stereo not given)
8,-9,-4,-83,-1,-28,-2,6,-106,4.7,Cc1ccc(S(=O)(=O)/C(C#N)=C/c2c(N3CCN(C)CC3)nc3c(C)cccn3c2=O)cc1
5,-4,-2,-1,8,-3,0,-14,-4,-0.3,C=CCNC(=O)c1onc(CSc2cc(C)cc(C)c2)c1C(=O)O
-6,-1,-4,-7,-1,-2,0,-3,-5,-1.0,CN(C)C(CNC(=O)CCCOc1ccccc1)c1ccco1 (stereo not given)
-4,21,-2,-68,0,-7,-1,10,-74,-1.1,N#CC1=C(N)N(c2ccc(F)cc2)C2=C(C1c1ccc(O)cc1)S(=O)(=O)CC2 (stereo not given)
-2,-11,-1,-6,6,-35,-2,2,-13,0.3,Cc1cc(=O)oc2c(C)c(OC(C)C(=O)NCCCN3CCCC3=O)ccc12 (stereo not given)
-3,-1,-11,0,-1,5,4,1,1,-1.0,Cc1ccc([C@H]2C[C@@H](O)[C@H](n3cc(C4CC4)nn3)CN2Cc2cccs2)cc1
2,-5,3,1,3,2,4,4,1,-0.1,CCCCN(CCCC)CCCNC(=O)C1CC(c2ccc(C(F)(F)F)cc2)=NO1 (stereo not given)

Three of the entries above in order of the DDE Tn7 FP inh value, falling.
DDE Tn7 FP inh,ASAP1 inh,MBD2 inh,PLCg1 inh,DDE Tn6 FP inh,ADAM17 inh,UHRF1 MBD2 ctr,ARFGAP1 inh,PLC-beta3 inh,proKLK7 act,Compound
5,-4,-2,-1,8,-3,0,-14,-4,-0.3,C=CCNC(=O)c1onc(CSc2cc(C)cc(C)c2)c1C(=O)O
-2,-11,-1,-6,6,-35,-2,2,-13,0.3,Cc1cc(=O)oc2c(C)c(OC(C)C(=O)NCCCN3CCCC3=O)ccc12 (stereo not given)
-6,-14,-7,5,1,1,0,2,0,-0.5,Cc1ccc(C(=O)NNC(=O)c2nn(-c3ccc(F)cc3)ccc2=O)cc1

The list continues.
DDE Tn7 FP inh,ASAP1 inh,MBD2 inh,PLCg1 inh,DDE Tn6 FP inh,ADAM17 inh,UHRF1 MBD2 ctr,ARFGAP1 inh,PLC-beta3 inh,proKLK7 act,Compound
1,2,0,-1,3,-3,-2,-3,-5,-0.2,CCCOc1cccc(C(=O)NCCCNC(=O)c2cccnc2)c1
3,5,6,-2,-26,1,1,-1,-11,0.4,COc1ccc(/C=N/NC(=O)c2cccc(O)c2)cc1Cn1nc(C)c([N+](=O)[O-])c1C
-1,15,-8,3,-10,1,-9,11,0,0.0,CCOc1cc(C(c2c(C)[nH][nH]c2=O)c2c(C)[nH][nH]c2=O)ccc1OCc1ccc([N+](=O)[O-])cc1
7,-11,4,1,-1,-6,4,9,-2,-0.1,CC1(C)N=C(N)N=C(N)N1c1ccc(OCCCOc2ccccc2)c(Cl)c1
-6,-5,-1,-7,-4,-6,-1,7,-15,-0.9,COC(=O)c1cc(S(=O)(=O)N2CCN(c3ccc(C(C)=O)cc3)CC2)cn1C
-5,10,6,7,3,-2,0,26*,-1,0.3,COc1ccc(S(=O)(=O)N2CCCCCC2)cc1N(C)S(=O)(=O)c1ccccc1
5,7,-1,-2,-1,-5,2,-1,-1,0.4,Cc1cccc(Cl)c1OCCCCn1ccnc1
-3,-12,0,-1,8,0,0,-5,-2,-0.3,CC(C)(C)CN1C(N)=NC[C@@H]1c1ccccc1
0,-5,-7,4,5,0,0,-11,6,0.6,Cc1ccc(S(=O)(=O)N2[C@H](CC(=O)c3ccccc3)OC[C@@H]2C(C)C)cc1
3,3,0,1,1,-3,0,-2,-8,0.7,COc1cc(NS(=O)(=O)c2ccc(NC(=S)NC(=O)c3ccc(Br)cc3)cc2)ncn1
-10,5,5,3,2,-3,1,19,-5,0.7,O=C(CSc1nnc(Cc2cc(=O)[nH]c(=O)[nH]2)n1-c1ccc(Cl)cc1)NCC1CCCO1 (stereo not given)
-1,-4,4,-1,-6,-3,-1,11,1,0.2,O=C(NCCCN1CCCCC1)C1CCC(=O)N1CCc1ccccc1 (stereo not given)
4,5,0,-468,3,-317,-4,-10,i,17*,O=C1Nc2ccccc2O/C1=C\c1c(F)cccc1Cl
1,-12,-1,3,2,-3,-2,2,-5,-1.1,CN(C)S(=O)(=O)c1ccc(Cl)c(NC(=O)COC(=O)CC(NC(N)=O)c2ccc(Cl)cc2)c1 (stereo not given)
-6,-5,0,1,-3,-4,-2,-8,-1,0.1,COc1ccc([C@H]2N[C@]3(CCCN(Cc4ccccc4)C3=O)[C@H]3C(=O)N(C)C(=O)[C@@H]23)cc1
2,-15,4,-8,-2,-3,1,0,-1,-0.6,O=C(CNCc1ccc(Cl)cc1)N1CCc2ccccc2C1
-3,5,7,-3,9,-5,17,15,1,0.1,Cc1ccc(S(=O)(=O)N2CCOCC2)cc1NC(=O)Cn1cc(C(F)(F)F)cc(Cl)c1=O
-6,5,2,8,-2,0,1,9,9,-0.1,O=S(=O)(Nc1ccncc1Cl)c1ccccc1
-1,0,-4,2,-2,-3,1,-9,-9,0.2,O=C(O)c1ccccc1C(=O)N(c1ccccc1)c1ccccc1
2,7,1,0,0,6,-1,-1,0,0.7,CC[C@]12c3[nH]c4ccccc4c3CCN1C(=O)C(CC(=O)NC/C=C(\C)CCC=C(C)C)C[C@@H]2C(=O)N1CCN(C(=O)c2ccco2)CC1 (stereo not given in full)
-5,3,-1,3,0,2,3,5,-66,0.3,O=C(c1cc(COc2c(F)cccc2F)on1)N(Cc1ccccc1)CC1CC1
2,-7,-2,-20,4,-7,-5,1,-27,-0.7,CC(=O)c1ccc(NC(=O)CC2Nc3cccc4cccc(c34)NC2=O)cc1 (stereo not given)
-5,-2,-3,4,1,1,0,12,3,0.1,Cc1ccc(C)c(N2CCN(C(=O)CN(C)S(=O)(=O)c3cnc[nH]3)CC2)c1
-7,6,1,7,0,-5,3,-8,-6,0.0,COc1cccc(CNC(=O)CCNS(=O)(=O)c2ccc3c(c2)CC(C)N3C(C)=O)c1 (stereo not given)
1,-2,-7,-61,-1,-3,2,1,-65,-0.4,CCc1ccc(/C=C2\Oc3cc(OS(C)(=O)=O)ccc3C2=O)cc1

Next part
DDE Tn7 FP inh,ASAP1 inh,MBD2 inh,PLCg1 inh,DDE Tn6 FP inh,ADAM17 inh,UHRF1 MBD2 ctr,ARFGAP1 inh,PLC-beta3 inh,proKLK7 act,Compound
-7,17,2,-3,-4,1,1,3,-17,0.7,CCN(c1ccc(OC)cc1)S(=O)(=O)c1cc(-c2cc(C)no2)ccc1C(C)C
-2,3,-2,-2,3,-3,1,7,-1,-0.3,CCOc1cc2c(cc1OC)C(NC(=O)c1ccco1)CC2=O (stereo not given)
-5,-9,-1,2,-1,-1,2,1,-1,0.4,CC(=O)Nc1ccc(S(=O)(=O)N2c3ccccc3NC(=O)CC2C)c(Cl)c1 (stereo not given)
-2,0,-1,3,-1,1,1,1,2,0.5,CCOC(=O)COc1ccc(C)cc1-c1ccno1
-6,0,2,2,3,4,0,-5,0,-0.3,O=C(O)CC(NC(=O)C12CC3CC(CC(C3)C1)C2)c1ccc(F)cc1 (stereo not given)
7,2,41*,6,2,-1,54*,0,5,0.4,CCN(CC)CCOc1ccc2c(c1)C(=NO)c1cc(OCCN(CC)CC)ccc1-2
-2,-10,6,0,5,-3,0,4,-4,-0.3,CCCc1ncc(C(O)c2cccc3ccccc23)n1C (stereo not given)
1,-4,1,-109,0,5,0,12,-123,-0.8,COc1ccc(-c2c(C#N)c(N)nc3sc(C(=O)c4ccc(C)cc4)c(N)c23)cc1
4,2,-2,-3,-2,-4,2,-2,0,0.4,O=C(COC(=O)c1ccc(O)cc1)Nc1cc(C(F)(F)F)ccc1N1CCOCC1
1,7,-2,6,-3,0,1,-2,8,0.0,COc1ccccc1C(NC(=O)C1CCN(CCOc2ccc(Cl)cc2)CC1)c1ccccn1 (stereo not given)
1,-5,5,1,2,-2,2,8,-1,-0.3,CCCCCC(=O)N1C[C@H](O)[C@@H](n2cc(C3CC3)nn2)C[C@@H]1c1ccc(OC)cc1
-6,0,2,2,1,-1,2,-2,-2,0.0,COc1ccc(C(=O)Nc2cccc(NC(C)=O)c2)cc1
-2,-4,-8,-4,6,0,-2,-6,1,-0.4,COC(=O)c1sccc1NC(=S)N1CCCC(C)C1 (stereo not given)
-2,8,-6,0,-11,1,-1,13,-4,0.1,COc1ccc(NC(=O)CSc2ccc(-c3cccs3)nn2)c(OC)c1

Compound activity (PubChem)
